S-ASM inh – Inhibitors of Secretory Acid Sphingomyelinase (S-ASM): qHTS; Potency, µM (top dose mostly 57.5 µM), inactives show top-dose activity change, negative = inhibition, hits mostly inhibitors; placental ASM, HMU-PC fluorogenic substrate, 60 min; hit rate 0.006% among 340,000; Sphingomyelin phosphodiesterase (Homo sapiens), P17405; note: potency is the fitted concentration of half-maximal effect
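Human placenta-derived ASM enzyme was preincubated with compound for 10 minutes at room temperature, then given fluorogenic substrate HMU-PC0 (9 uM final) for 60 minutes at 37 °C; a pH 10 stop preceded fluorescence reading at Ex 386/Em 447 nm.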
Menin-MLL TR inh – qHTS Assay for Inhibitors Targeting the Menin-MLL Interaction in MLL Related Leukemias: Competition With Texas Red Labeled MLL-derived Mutant Peptide | Menin + Texas Red MLL mutant peptide, fluorescence polarization | Potency, µM (top dose mostly 61.6 µM), inactives show top-dose FP activity change, negative = inhibition, actives largely listed as inhibitors | hit rate 0.23% among 270,000; active = well fitted inhibition curve with a large enough effect in the polarisation, with a control signal flat, not every such curve was filed as active; inconclusive = small, poorly fitted or top-dose-only effect, or effect the other way, or a change in a side signal; inactive = no such curve, though single readings can be large or run the other way; the % refers to the polarisation; note: potency is the fitted concentration of half-maximal effect; % of control where 0% means no effect; many of its hits are not listed in these tables
Target sequence (O00255 whole entry, looked up): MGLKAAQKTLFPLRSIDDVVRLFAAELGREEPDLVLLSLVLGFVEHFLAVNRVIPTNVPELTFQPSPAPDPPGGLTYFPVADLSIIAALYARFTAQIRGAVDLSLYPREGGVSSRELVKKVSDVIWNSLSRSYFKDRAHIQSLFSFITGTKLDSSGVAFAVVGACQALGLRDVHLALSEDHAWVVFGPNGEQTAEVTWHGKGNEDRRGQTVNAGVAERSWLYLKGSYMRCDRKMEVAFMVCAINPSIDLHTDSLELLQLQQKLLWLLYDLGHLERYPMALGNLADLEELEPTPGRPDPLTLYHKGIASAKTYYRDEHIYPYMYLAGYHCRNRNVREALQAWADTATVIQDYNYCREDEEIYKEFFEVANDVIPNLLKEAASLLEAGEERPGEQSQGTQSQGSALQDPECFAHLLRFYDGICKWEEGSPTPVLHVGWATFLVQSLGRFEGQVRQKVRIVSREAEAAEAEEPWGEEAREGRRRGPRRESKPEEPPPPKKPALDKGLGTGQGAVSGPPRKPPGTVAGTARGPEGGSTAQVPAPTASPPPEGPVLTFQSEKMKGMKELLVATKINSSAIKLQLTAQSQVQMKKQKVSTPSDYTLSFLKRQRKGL
Eya2 inh – qHTS Assay for Inhibitors of the Phosphatase Activity of Eya2. recombinant Eya2, OMFP fluorescence dephosphorylation (OMFP is methylfluorescein phosphate). Potency, µM (highest dose often 76.9 µM), inactives show at the top dose activity, negative = inhibition, hits mostly inhibitors. hit rate 0.006% among 330,000. AID 488837, 2010; note: potency is the fitted concentration of half-maximal effect; % is set by controls: 0 for no effect and ±100 for the full control effect
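Eya2 (0.2 uM) preincubated 10 min at ambient with compound, then OMFP substrate added at 50 uM; 10 min reaction in 50 mM HEPES pH 7.5, 50 mM NaCl, 5 uM MgCl2, 0.05% BSA, 1 mM DTT. Fluorescence read at Ex 485/Em 525 nm.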
GALK inh – qHTS Assay for Inhibitors of Human Galactokinase (GALK); hit rate 0.007% among 270,000; Potency, µM (highest dose often 57.5 µM), for the others: at the top dose activity change, negative = inhibition, actives largely listed as inhibitors; Purified GALK, Kinase-Glo residual ATP luminescence; note: potency is the fitted concentration of half-maximal effect; % is set by controls: 0 for no effect and ±100 for the full control effect
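The enzyme phosphorylates galactose (100 uM) using ATP (35 uM); inhibition is detected as higher residual ATP, quantified by bioluminescence after 1 h reaction at room temperature, pH 8.0.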
KCNH2 WT inh – qHTS for Inhibitors of KCHN2 3.1: Wildtype qHTS. activity change, % at 1.84 µM. Voltage-gated inwardly rectifying potassium channel KCNH2 (Homo sapiens), Q12809. hit rate 0.37% among 340,000. U2OS, BacMam KCNH2, thallium flux FluxOr; stronger effect = lower value. AID 720551, 2013;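 active = maximum activity change below -70%; inconclusive = maximum activity change between -70% and -50%; inactive = maximum activity change above -50%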; note: % is set by controls: 0 for no effect and ±100 for the full control effect
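U2OS cells transduced with wild-type KCNH2 virus are loaded with FluxOr dye for 45 min, and thallium flux is measured in kinetic reads before and after stimulation buffer. Rate constants are normalized to DMSO controls.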
Chronic BCR inh – qHTS Assay to Find Inhibitors of Chronic Active B-Cell Receptor Signaling. ABC-DLBCL IkBa-CBG/CBR reporter, luminescence ratio, 4 h. Potency, µM (highest dose often 46.1 µM), for inactives: top-dose ratio change, negative = lower green/red ratio, actives largely listed as inhibitors. hit rate 0.05% among 340,000; active = well fitted inhibition curve with a large enough effect in the signal ratio, with a control signal flat, not every such curve was filed as active; inconclusive = small, poorly fitted or top-dose-only effect, or effect the other way, or a change in a side signal; the % refers to the signal ratio;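 note: potency is the fitted concentration of half-maximal effect; plate controls were basal doxycycline-induced cells for no effect and cells given 10 µM MG132 for full effect; MG132 reads +100%, hits lower the ratio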
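TMD8 ABC-DLBCL cells carrying doxycycline-inducible green luciferase fused to IkappaBalpha plus unfused red luciferase were exposed to compounds (up to 46 uM) for 4 hrs at 37C. Activity came from the overlap-corrected green/red luminescence ratio.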
PKM2 activator – qHTS Assay for Activators of Human Muscle isoform 2 Pyruvate Kinase; Potency, µM (doses to about 57.5 µM), for inactives: at the highest dose activation, usual class: activators; Pyruvate kinase PKM (Homo sapiens), P14618; hit rate 0.34% among 260,000; purified PKM2, Kinase-Glo ATP luminescence, activation; response scale: 0% is enzyme alone, no compound; note: potency is the fitted concentration of half-maximal effect; % is set by controls: 0 for no effect and ±100 for the full control effect; nearly all actives have a fitted effect of over 55% in size
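hPK-M2, >95% pure; 0.1 mM ADP / 0.5 mM PEP final; imidazole pH7.2 buffer w/ 7 mM MgCl2, 50 mM KCl; 1 h RT; Kinase-Glo lum. Intermediate enzyme activity for dual inhibitor/activator qHTS.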
MBNL1 CUG block – qHTS Assay for Inhibitors of MBNL1-poly(CUG) RNA binding. Muscleblind-like protein 1 (Homo sapiens), Q9NR56. TR-FRET MBNL1-His/biotin-(CUG)12 binding, 665/545 ratio. Potency, µM (top dose mostly 57.5 µM), for the others: at the top dose activity change, negative = inhibition, hits mostly inhibitors. hit rate 0.036% among 280,000. AID 2675, 2010; active = well fitted inhibition curve with a large enough effect in the signal ratio, with a control signal flat, not every such curve was filed as active; inconclusive = small, poorly fitted or top-dose-only effect, or effect the other way, or a change in a side signal; inactive = no such curve, though single readings can be large or run the other way; the % refers to the signal ratio; note: potency is the fitted concentration of half-maximal effect; % is set by controls: 0 for no effect and ±100 for the full control effect
Target sequence (Q9NR56 whole entry, looked up): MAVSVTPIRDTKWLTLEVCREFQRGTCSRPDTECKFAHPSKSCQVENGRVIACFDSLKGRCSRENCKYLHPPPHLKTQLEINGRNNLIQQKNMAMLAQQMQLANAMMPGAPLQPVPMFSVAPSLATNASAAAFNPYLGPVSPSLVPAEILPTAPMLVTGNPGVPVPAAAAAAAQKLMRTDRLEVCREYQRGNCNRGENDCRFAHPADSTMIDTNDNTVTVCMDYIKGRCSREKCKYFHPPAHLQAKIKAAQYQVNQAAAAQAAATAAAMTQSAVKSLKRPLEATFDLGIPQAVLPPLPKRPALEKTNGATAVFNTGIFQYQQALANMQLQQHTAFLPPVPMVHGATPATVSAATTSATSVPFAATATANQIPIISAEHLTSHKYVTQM
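Inhibition of protein-RNA binding appears as loss of TR-FRET between terbium anti-His antibody on MBNL1-His and streptavidin-XL665 on biotin-(CUG)12. Activity is normalized to buffer-only and uninhibited-complex controls.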
USP2a block – qHTS Assay for Inhibitors of Ubiquitin-specific Protease USP2a Using CHOP2 as the Reporter | USP2 core, Ub-CHOP2 coupled fluorogenic reporter, 485/531 | AID 463254, 2010 | Ubiquitin carboxyl-terminal hydrolase 2 (Homo sapiens), O75604 | hit rate 0.01% among 330,000 | Potency, µM (series often up to 38.3 µM), for inactives: at the top dose activity change, negative = inhibition, usual class: inhibitors;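 note: potency is the fitted concentration of half-maximal effect; plate controls were DMSO wells for no effect and full inhibition by NEM control for full effect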
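Deubiquitinase activity read as fluorescence (485/531 nm) after Ub-CHOP2 cleavage activates the enterokinase reporter on its substrate; USP2 core 10nM, Ub-CHOP2 and substrate 25nM each, 30min compound preincubation then 60min RT; data normalized to NEM, curves fitted.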
TSHR antagonist – Antagonists of the Thyroid Stimulating Hormone Receptor: HTS campaign | TSHR-expressing cells, TSH-stimulated cAMP HTRF, 2 h; stronger effect = lower value | Thyrotropin receptor (Homo sapiens), P16473 | activity change, negative = inhibition, % at 11.5 µM | hit rate 0.2% among 330,000;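 active = activity change below a set negative limit, meaning inhibition stronger than a set level, cut at about -70% in these data; inconclusive = activity change between two set negative limits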; note: % is set by controls: 0 for no effect and ±100 for the full control effect
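Cell-based HTRF cAMP assay; TSHR cells + compound, TSH EC80 (4nM final), 2 h, 37 deg C. Lysis with anti-cAMP cryptate and cAMP-d2, 30 min RT, read 665/620 nm.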
Mito fusion act – qHTS Assay for Small Molecule Inhibitors of Mitochondrial Division or Activators of Mitochondrial Fusion; S. cerevisiae fusion-defective mutant growth rescue, CellTiterGlo 48 h; Potency, µM (top dose mostly 46.1 µM), for the others: top-dose growth rescue (activation), usual class: activators; hit rate 0.23% among 320,000;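 note: potency is the fitted concentration of half-maximal effect; % of control where 0% means no effect; nearly all actives have a fitted effect of over 45% in size; temperature-sensitive fusion mutants such as fzo1-1 at 37 °C on non-fermentable ethanol glycerol medium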
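Temperature-sensitive fusion-defective S. cerevisiae (e.g. fzo1-1, mgm1-5) were grown with compound in YPEG medium (3% ethanol, 3% glycerol) for 48 hours at 37C. Growth rescue was measured as viability by CellTiterGlo luminescence after 10 minutes at ambient.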
An asterisk follows results filed as active; i = inactive; u = inconclusive; x = not tested or not shown; [ ] = dose if it differs, or a comment. Unless noted, calls come from the whole dose curve; as a rule, active = well fitted curve in the direction sought with a large enough effect; inconclusive = small, poorly fitted or top-dose-only effect, or another doubt; inactive = no such curve, though single readings can be large; an effect the other way counts as inactive or inconclusive.

SMILES	S-ASM inh	Menin-MLL TR inh	Eya2 inh	GALK inh	KCNH2 WT inh	Chronic BCR inh	PKM2 activator	MBNL1 CUG block	USP2a block	TSHR antagonist	Mito fusion act
C[C@]12CC[C@H](OC(=O)CCC(=O)O)CC1=CCC1C2CC[C@@]2(C)C1CC[C@@H]2N (stereo partly drawn)	5%	x	-10%	x	1	6%	x	x	-2%	-7	x
O=C(COC(=O)c1ccccn1)Nc1ccc2c(c1)OCO2	-2%	2%	2%	1%	-8	1%	0%	-1%	2%	-1	4%
O=C(CSc1nnc(SCc2ccccc2Cl)s1)N/N=C/c1ccc(C(=O)O)cc1	1%	x	20%	-7%	14	u	1%	x	2%	-11	-3%
Cc1ccc2[nH]c3c(c2c1)CN(C(=O)CN1CCCc2ccccc21)CC3	-5%	0%	20%	2%	-3	0%	-9%	u	7%	38	7%
CCOC(=O)C1CCCN(C(=O)c2[nH]c3ccc(OC)cc3c2C)C1 (stereo not drawn)	0%	-17%	u	4%	15	0%	x	-5%	0%	-7	-8%
COc1ccc(S(=O)(=O)N(CC(=O)NC(C)C)Cc2ccccc2)cc1	3%	-11%	-22%	0%	0	u	15%	5%	0%	-16	0%
CCn1c(=O)n(CC)c2cc(N3CCCC3)c(NC(=O)c3cc(Br)ccc3OC)cc21	-1%	x	15%	-9%	7	4%	x	2%	1%	17	-3%
COc1ccc2c(-c3ccccc3)cc(SCC(=O)N(C)C3CCS(=O)(=O)C3)nc2c1 (stereo not drawn)	-13%	-6%	-4%	0%	x	u	-5%	8%	1%	8	19%
c1ccc(-c2noc(-c3ccncc3)n2)nc1	5%	7%	-2%	22%	1	-4%	-62%	-2%	-1%	-6	-10%
COc1ccc(NC(C)C(=O)N/N=C/c2ccccc2OCc2cccc(Br)c2)cc1 (stereo not drawn)	-11%	-2%	4%	2%	i	u	3%	-13%	0%	-4	26%
O=C(CCc1nc2ccccc2[nH]1)Nc1ccccc1F	5%	3%	-2%	1%	-1	u	2%	4%	2%	5	2%
CCOc1ccc(CCNC(=O)COC(=O)COc2ccc(Cl)cc2)cc1OCC	-1%	x	0%	x	-2	u	x	x	-1%	9	-4%
Cc1cc(C(=O)N(C)C2CCCCC2)no1	1%	x	0%	0%	-19	u	-9%	1%	3%	1	0%
CC(C)Oc1cccc(C(=O)C2CCCN(Cc3cnn(C(C)C)c3)C2)c1 (stereo not drawn)	0%	1%	-2%	1%	15	-9%	-3%	5%	2%	-11	2%
COc1ccccc1C(C)NC(=O)c1cc(S(=O)(=O)N2CCCCC2)ccc1C (stereo not drawn)	2%	x	-12%	x	13	1%	x	x	2%	-18	-2%
COc1ccc(/C(C)=N/NC(=O)OC(C)(C)C)cc1[N+](=O)[O-]	0%	x	-4%	-4%	-2	-12%	7%	u	1%	3	-10%
CC1=C(C)CC(C(=O)NNC(=O)c2csc(C)c2C)C(C(=O)O)C1 (stereo not drawn)	7%	18%	-9%	3%	1	u	1%	1%	-2%	1	0%
Cc1cc[n+](-c2[nH]c(=O)sc2/C=N/NC([S-])=Nc2ccccc2)cc1C	-9%	-13%	11%	0%	16	u	2%	u	u	-16	2%
Cc1nc2c(ccc3nc(NC(=O)c4ccc5c(c4)OCCO5)sc32)s1	-3%	u	-1%	-1%	10	u	4%	50%[activator]	3%	-22	-4%
Cc1ccccc1/C=N/n1c(-c2cc(-c3ccccc3)n[nH]2)n[nH]c1=S	0%	x	-4%	-8%	29	u	-1%	-2%	5%	-32	2%
Brc1ccc(-c2nc(-c3cccnc3)no2)o1	4%	-4%	-11%	0%	-7	u	3%	18%	4%	7	7%
COc1ccc(CC(=O)Nc2ccc(/C(C)=N\NC(=O)c3ccc(Br)o3)cc2)cc1	3%	u	-9%	6%	1	-4%	-1%	9%	0%	-2	1%
CC12CCC(=O)N1C(C(=O)Nc1cc(Cl)ccc1N1CCOCC1)CS2 (stereo not drawn)	3%	13%	-10%	4%	7	8%	0%	-1%	4%	4	1%
CCNc1nc(NCC)n2c(SC(C(=O)Nc3cc(Cl)cc(Cl)c3)c3ccccc3)nnc2n1 (stereo not drawn)	x	-2%	-6%	2%	-7	-1%	-9%	0%	3%	9	-1%
COc1ccc(NC(=O)c2cc(-c3ccco3)on2)c(OC)c1	26%	-24%	2%	-2%	-1	u	1%	5%	2%	-38	1%
O=C1CC(Sc2ncccc2C(=O)O)C(=O)N1 (stereo not drawn)	-2%	-4%	9%	-3%	-3	5%	-2%	-11%	1%	20	3%
COc1cc(CNC(C)C23CC4CC(CC(C4)C2)C3)cc(OC)c1OC (stereo not drawn)	4%	u	-8%	-3%	-10	-10%	x	0%	0%	-3	-11%
CCCC1(C(=O)OC)NC(c2ccco2)C2C(=O)N(c3ccc(C)cc3)C(=O)C21 (stereo not drawn)	6%	-3%	13%	1%	-8	0%	-1%	1%	5%	7	-2%
CCOC(=O)c1ccc(N(C(=O)c2cnccn2)C(C(=O)NC2CCCCC2)c2cn(C)nc2C)cc1 (stereo not drawn)	2%	u	15%	2%	4	12%	-10%	-12%	-1%	37	5%
COc1ccccc1-n1c(C)cc(C=O)c1C	1%	2%	-13%	-2%	3	-25%	5%	0%	-1%	-4	-2%
COc1ccc(C(=O)Nc2nnc(S(=O)(=O)N3CCCCCC3)s2)cc1OC	-2%	u	18%	x	-23	-4%	0%	7%	0%	-3	1%
CC(=O)N1CCc2cc(S(=O)(=O)CCC(=O)NCCc3ccc(C)cc3)ccc21	1%	x	-17%	1%	5	0%	x	5%	2%	13	-1%
CCCCN(CC)Cc1ccc(CNC(=O)Nc2ccc(OCC)cc2)o1	0%	11%	-25%	2%	5	-8%	0%	-3%	6%	10	-4%
CN(C)c1ccc(/C=N/NC(=O)CNC(=O)/C=C/c2ccccc2)cc1	34%[activator]	x	-1%	5%	7	6%	4%	-2%	0%	-1	2%
COC(=O)C1=C(C)NC(C)=C(C(=O)OC)C1c1ccc2ccccc2n1	101%[activator]	7%	1%	1%	2	u	1%	2%	-1%	5	0%
O=C(Cn1cnc2ccccc21)Nc1ccc(SC(F)F)cc1	-7%	-1%	-10%	-8%	16	-8%	1%	-11%	-1%	-25	-4%
CC(NC(=O)Cn1cnc([N+](=O)[O-])n1)c1ccccc1 (stereo not drawn)	6%	x	5%	-2%	-1	-10%	2%	6%	2%	8	0%
CC(=O)c1ccccc1OCC(O)CN1CCN(C(c2ccccc2)c2ccccc2)CC1 (stereo not drawn)	-1%	0%	-5%	-1%	-74*	u	0%	-20%	-7%	12	u
CCCCNc1oc(-c2ccc(OC)cc2)nc1S(=O)(=O)c1ccccc1	-3%	x	-4%	-1%	-8	u	7%	3%	1%	-5	3%
COc1ccc(CN=Cc2c(C(F)(F)F)[nH][nH]c2=O)cc1	1%	-4%	5%	0%	-8	9%	0%	4%	2%	8	7%
CN(C)S(=O)(=O)c1cccc(NC(=O)c2cncc(Br)c2)c1	0%	8%	-8%	-1%	1	1%	0%	x	2%	-15	-6%
O=C(/C=C/C(=O)NCc1cccs1)NCc1cccs1	1%	x	-4%	-1%	-12	-3%	0%	1%	3%	0	1%
O=C(CCN1C(=O)c2ccccc2S1(=O)=O)Nc1cc(Cl)ccc1Cl	-4%	x	-4%	x	u	u	x	x	0%	11	2%
Cc1ccc(Nc2nc(N)nc(CN3CCN(c4ccccc4)CC3)n2)cc1Cl	u	65%[activator]	-21%	-4%	13	0%	9%	0%	-7%	-1	5%

From PubChem BioAssay

Only part of the results is shown, so the mix of outcomes need not match the whole.
